# Bcl-B TR3 displacers: displacers of TR3 peptide from Bcl-B, primary screen, selectivity assay for Bfl-1 inhibitor project, biochemical, fluorescence polarization | AID 748 | displacement, % at 20 µM; hits with a dose series show IC50 in µM | FP displacement of FITC-TR3 peptide from Bcl-B; higher % means a stronger effect | 96,000 compounds, 0.11% hits;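 active = displacement above 50% at 20 µM plus a fluorescence interference ratio under 1.5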;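 also: plate controls were wells without compound for no effect and wells lacking Bcl-B protein for full effect; a part of the inactive calls stands beside numbers as strong as those of hits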
# IL1B NFkB pot: enhances IL-1B driven NFkB nuclear translocation; HUVEC IL-1B NFkB p65 nuclear translocation imaging; activation, % at 2 µM; 94,000 compounds, 0.3% hits; AID 819;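 active = activation above 40%, about the mean plus 3 SD, also judged a hit on visual image review; inconclusive = activation above 40% but not a hit on visual review; inactive = activation not above 40% and no visual hit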;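 also: percent activation is computed from the nuclear over cytoplasmic p65 intensity ratio; values of inactives mirror those of a sister screen read the other way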
# MRP resist rev: MRP-mediated drug resistance reversal; 85,000 compounds, 0.04% hits; differential viability (reversal), % at 10 µM; AID 602; H69AR cells + 2 uM doxorubicin, CellTiter-Glo, 72 h;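 active = viability drop by adding the cancer drug above about 55%, with treated viability meeting a 40% cutoff, limit read from the data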;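 also: viability without doxorubicin minus viability with 2 µM doxorubicin for each compound; larger differential means the compound sensitizes cells more to doxorubicin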
# NFkB transloc inh: blocks IL-1B driven NFkB nuclear translocation in HUVEC cells. HUVEC IL-1B NFkB p65 nuclear translocation imaging. inhibition, % at 2 µM. 94,000 compounds, 0.43% hits;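 active = inhibition above about 30% together with a positive call from visual inspection of the well image, limit read from the data; inconclusive = inhibition above a set limit but visual check negative; inactive = inhibition not above a set limit, visual check negative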;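 also: nuclear over cytoplasmic p65 intensity ratio measured by imaging; 0% = IL-1B stimulated DMSO wells and 100% = unstimulated DMSO wells; values of inactives mirror those of a sister screen read the other way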
# PLAP inhibition: inhibition of human placental alkaline phosphatase – biochemical, luminescence, HTS (AID 690) | 96,000 compounds, 0.08% hits | one-dose inhibition, % at 20 µM; IC50 in µM for titrated hits | purified PLAP, luminescent substrate; higher % means a stronger effect; in the data active = a potency from the dose series; inactive = the rest, 99 in 100 with inhibition below about 30%; also: strong numbers were not always called active
# MRP resist rev cytotoxicity: recorded beside MRP resist rev, whose call it bears; viability, %; H69AR cells, CellTiter-Glo, 72 h; measured here: cytotoxicity without doxorubicin
# MRP resist rev with doxorubicin: further read-out of MRP resist rev, marked with its call; viability, %; measured here: viability with 2 uM doxorubicin; active compounds read low
# NFkB transloc inh cell count 2 µM: recorded beside NFkB transloc inh, whose call it bears; cell count; measured here: cells passing quality filter;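 raw number of nuclei counted in each imaged well without normalization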
# IL1B NFkB pot cell count 2 µM: also measured in IL1B NFkB pot; calls as there; cell count; measured here: cells passing quality filter
# * marks the source's active call; other numbers are inactive results; u = inconclusive; x = no result given.
SMILES,Bcl-B TR3 displacers,IL1B NFkB pot,IL1B NFkB pot cell count 2 µM,MRP resist rev,MRP resist rev cytotoxicity,MRP resist rev with doxorubicin,NFkB transloc inh,NFkB transloc inh cell count 2 µM,PLAP inhibition
COC(=O)c1[nH]c2cccc(Cl)c2c1NC(=O)CN1CCN(CCO)CC1,-2%,-5,68,13,105,92,5,68,-43%
COc1ccc(C2C(C#N)=C(/N=C/N3CCOCC3)OC3=C2C(=O)CC(C)(C)C3)cc1OC (stereo unspecified),-12%,7,182,13,97,84,-7,182,-80%
CCn1cc(C2=NOC(C(=O)Nc3cccc(C(C)=O)c3)C2)c(C)n1 (stereo unspecified),2%,12,155,5,89,85,-12,155,-1%
CCCCNC(=O)Nc1nnc(-c2ccc(OCC)cc2)o1,-2%,7,211,-29,45,74,-6,211,-7%
COc1ccc(NC2CS(=O)(=O)CC2OC(=O)c2ccc(F)cc2)cc1 (stereo unspecified),0%,5,190,-6,91,96,-5,190,12%
O=C(CN1C(=O)c2cccc3cccc1c23)NCc1ccc2c(c1)OCO2,-5%,5,159,4,96,92,-5,159,2%
COC(=O)C1=C(N)Oc2cc(C)n(CC3CCCO3)c(=O)c2C1c1ccc(Cl)c(Cl)c1 (stereo unspecified),-3%,12,111,16,100,85,-12,111,-80%
NS(=O)(=O)c1ccc(CCNC(=O)c2ccccc2F)cc1,-10%,-7,121,10,90,80,7,121,-2%
COc1ccc(N)cc1C#N,3%,-6,176,4,94,91,6,176,-6%
Cc1ccc(NC(=O)C2=C(O)CCn3c2nc2ccccc23)cc1,2%,8,186,-17,26,43,-8,186,-30%
COc1ccccc1N1CCN(CC(=O)c2c(C)[nH]c3cc(C)ccc23)CC1,-10%,-4,168,-20,37,58,4,168,-63%
CCOC(=O)Cc1csc(NC(=O)CC(C)(C)C)n1,-2%,10,156,8,93,85,-10,156,-3%
CCOC(=O)N1CCN(c2c(NCCN3CCCCC3CC)c(=O)c2=O)CC1 (stereo unspecified),8%,-5,152,0,99,100,5,152,-4%
Cc1nnc(SCc2cccc(CSc3nnc(C)s3)c2)s1,0%,-10,174,-9,78,87,10,174,28%
CCCCOc1ccc(-n2nc(C)cc2C)nn1,0%,4,148,-3,88,92,-4,148,6%
CCOC(=O)Cc1nnc(NC(=O)c2ccccc2OC)s1,-4%,-21,73,8,107,99,23,73,-31%
COCC(=O)NCCc1nc2ccccc2[nH]1,-1%,x,x,44,143,99,x,x,-9%
CN1CCN(C(=S)NCCc2ccccc2)CC1,4%,-11,108,x,x,x,11,108,-10%
COc1ccc(C2C(C(=O)NCCN(C)C)c3ccccc3C(=O)N2C)cc1OC (stereo unspecified),2%,-9,104,-16,78,94,9,104,-24%
CCCn1c(SCC(=O)Nc2sc(C)c(C)c2C#N)nnc1C(C)C,-6%,-4,146,6,77,71,4,146,-23%
Cc1nc(-c2ccc(NC(=O)C3CCCCC3)cc2)cs1,-1%,35,221,x,x,x,-35,221,12%
CCCCCC(=O)Nc1nc(C)c(-c2csc(Nc3cc(Cl)ccc3OC)n2)s1,-28%,-3,211,x,x,x,4,211,7%
CCOC(=O)COc1cc2c3c(c(=O)oc2cc1C)CCCC3,-10%,5,155,9,80,72,-5,155,21%
COc1ccc(S(=O)(=O)Cc2ccc(C(=O)NCCCN(C)c3ccccc3)o2)cc1,-14%,27,203,6,87,82,-27,203,-44%
CCOCCCNS(=O)(=O)Cc1ccccc1,-2%,-3,118,17,102,84,3,118,4%

# Next section.
SMILES,Bcl-B TR3 displacers,IL1B NFkB pot,IL1B NFkB pot cell count 2 µM,MRP resist rev,MRP resist rev cytotoxicity,MRP resist rev with doxorubicin,NFkB transloc inh,NFkB transloc inh cell count 2 µM,PLAP inhibition
O=C(O)CCC(=O)Nc1ccc(C(=O)OC2CCCCC2)cc1,-20%,17,83,-3,95,98,-17,83,-21%
CCCCN=C(N)/C(C(=O)OCC)=C(\O)c1ccc(OC)cc1,10%,18,79,6,93,88,-18,79,11%
COC(=O)C1=C(C)OC(N)=C(C#N)C1c1cccnc1 (stereo unspecified),-4%,29,144,11,98,86,-29,144,16%
Cc1ccc(CNC(=O)c2cn(C)c(=O)c3c2c2ccccc2n3C)o1,-2%,0,146,6,88,82,0,146,-87%
CCCCCCCC(=O)N/N=C/c1ccco1,10%,7,187,x,x,x,-7,187,-1%
O=C(Nc1ccc2c(c1)OCO2)N1CCN(c2ncc(C(F)(F)F)cc2Cl)CC1,4%,-2,171,-7,80,88,2,171,4%
CCOC(=O)c1cc(NC(=O)c2ccc(Cl)cc2)c(=O)oc1-c1ccccc1,-6%,5,122,x,x,x,-5,122,9%
Cc1ccc(CSCc2nnc(SCC(=O)N3CCN(c4ccccc4)CC3)n2C)cc1,2%,-4,161,x,x,x,4,161,-76%
COc1ccc(S(=O)(=O)Nc2nnc(C)s2)cc1,1%,-8,59,x,x,x,8,59,2%
CC(C)Nc1oc(-c2cccc3ccccc23)nc1C#N,-2%,x,x,15,93,78,x,x,13%
O=C(COC(=O)[C@H](Cc1ccccc1)NC(=O)c1ccco1)NC(c1ccccc1)c1ccccc1,-7%,-2,158,x,x,x,2,158,20%
CCCCN1CCc2c([nH]c3ccc(C)cc23)C1=O,10%,x,x,9,94,85,x,x,9%
CCc1cc(=O)oc2c(C)c(OCC(=O)N3CCCc4ccccc43)ccc12,-7%,5,161,-8,74,82,-5,161,-61%
CCOC(=O)c1[nH]c2ccccc2c1N=CN(CC)CC,-2%,x,x,6,97,91,x,x,10%
Cc1cc(C(=O)N2CCCC2C(=O)O)c(C)o1 (stereo unspecified),15%,x,x,-4,88,92,x,x,-2%
COC(=O)c1c(C)nc2c(c(SC)nn2-c2ccccc2)c1N,2%,6,155,x,x,x,-6,155,-10%
O=C(NCc1cccnc1)c1ccc(CN2CCc3ccccc3C2)cc1,x,1,156,6,83,77,-1,156,x
O=C(Nc1ccc(F)cc1F)c1ccc(COc2c(F)c(F)cc(F)c2F)o1,-10%,43*,15*,2,104,102,-43,15,11%
O=C(NCCN1CCOCC1)c1ccc(CS(=O)(=O)c2ccc(Br)cc2)o1,x,-4,167,6,97,91,4,167,x
CCN(CC(=O)Nc1ccc2c(c1)OCCO2)Cc1cc(=O)oc2cc(C)c(C)cc12,-5%,-2,187,-30,48,77,2,187,-28%
CCc1c(C)nc(N)n2c(SCC(=O)N3CCN(c4ccccc4F)CC3)nnc12,-20%,x,x,10,93,83,x,x,12%
Cc1nc2ccc(S(=O)(=O)NCC(=O)N3CCCCC3)cc2s1,-5%,-30,158,9,84,74,u,x,9%
CCCc1cc(=O)[nH]c(/N=C(/NC(=O)C(C)N2C(=O)c3ccccc3C2=O)Nc2ccccc2)n1 (stereo unspecified),7%,-1,98,-1,84,85,1,98,10%
Cn1c(CCN2CCOCC2)nc2cc(NC(=O)COc3ccc(Cl)cc3)ccc21,1%,-1,126,-11,49,59,1,126,-86%
CCOC(=O)C1=C(C)NC(C)=C(C(=O)OCC)C1C(=O)OCC(=O)N1CCc2ccccc21,-12%,-6,195,-5,76,80,6,195,-80%

# Two compounds from above, showing only PLAP inhibition, Bcl-B TR3 displacers and NFkB transloc inh:
SMILES | PLAP inhibition | Bcl-B TR3 displacers | NFkB transloc inh
O=C(NCc1cccnc1)c1ccc(CN2CCc3ccccc3C2)cc1 | x | x | -1
O=C(Nc1ccc(F)cc1F)c1ccc(COc2c(F)c(F)cc(F)c2F)o1 | 11% | -10% | -43

# Continued:
SMILES,Bcl-B TR3 displacers,IL1B NFkB pot,IL1B NFkB pot cell count 2 µM,MRP resist rev,MRP resist rev cytotoxicity,MRP resist rev with doxorubicin,NFkB transloc inh,NFkB transloc inh cell count 2 µM,PLAP inhibition
Cc1nnc(SCCC#N)n(CCC#N)c1=O,-13%,0,120,-15,84,99,0,120,-38%
CN(Cc1nc(-c2cccnc2)no1)S(=O)(=O)c1ccccc1,-5%,25,181,x,x,x,-25,181,13%
O=C(NCc1ccco1)/C(=C/c1cccnc1)NC(=O)c1cccc(Br)c1,-14%,3,108,x,x,x,-3,108,3%
CC12CCC(C(=O)O)(c3nc(C#N)c(C#N)nc31)C2(C)C (stereo unspecified),2%,28,130,-10,98,108,-28,130,12%
Cc1ccc2c(CC(=O)Nc3nc(C)cs3)coc2c1,4%,31,149,-2,92,93,-31,149,14%
CCOC(=O)c1[nH]c2ccc(OC)cc2c1NC(=O)CCN1CCC(C)CC1,-1%,19,76,1,86,85,-19,76,-40%
O=C(N/N=C/c1cccc(F)c1)c1csc2c1CCCC2,-10%,1,163,x,x,x,-2,163,18%
Cc1cccc(-c2noc(CN(C(=O)CCc3ccccc3)C(C)C)n2)c1,-8%,-1,128,8,94,87,1,128,-32%
COc1ccc(CCNC(=S)Nc2cc(C)cc(C)c2)cc1,-3%,8,141,18,89,71,-8,141,16%
Cc1cc(C)cc(Oc2coc3cc(OC(=O)c4cccs4)ccc3c2=O)c1,2%,-1,126,x,x,x,1,126,x
O=C(NCCc1cn2ccsc2n1)c1cccs1,8%,5,45,-4,93,98,-5,45,6%
O=C(NCc1cccnc1)c1ccc(=O)oc1,-6%,31,177,-8,77,86,-31,177,19%

# Five of the entries above in order of their number in IL1B NFkB pot cell count 2 µM, lowest first:
SMILES	IL1B NFkB pot cell count 2 µM
CCOC(=O)c1[nH]c2ccc(OC)cc2c1NC(=O)CCN1CCC(C)CC1	76
O=C(NCc1ccco1)/C(=C/c1cccnc1)NC(=O)c1cccc(Br)c1	108
Cc1nnc(SCCC#N)n(CCC#N)c1=O	120
O=C(N/N=C/c1cccc(F)c1)c1csc2c1CCCC2	163
CN(Cc1nc(-c2cccnc2)no1)S(=O)(=O)c1ccccc1	181

# An excerpt of these results, with values under each structure.
# Each structure is followed by: Bcl-B TR3 displacers	IL1B NFkB pot	IL1B NFkB pot cell count 2 µM	MRP resist rev	MRP resist rev cytotoxicity	MRP resist rev with doxorubicin	NFkB transloc inh	NFkB transloc inh cell count 2 µM	PLAP inhibition
> COc1ccc(CCNC(=S)Nc2cc(C)cc(C)c2)cc1
 : -3%	8	141	18	89	71	-8	141	16%
> Cc1cc(C)cc(Oc2coc3cc(OC(=O)c4cccs4)ccc3c2=O)c1
 : 2%	-1	126	x	x	x	1	126	x
> O=C(NCCc1cn2ccsc2n1)c1cccs1
 : 8%	5	45	-4	93	98	-5	45	6%
> O=C(NCc1cccnc1)c1ccc(=O)oc1
 : -6%	31	177	-8	77	86	-31	177	19%

# Screens deposited in PubChem BioAssay by several laboratories.

# The list is partial (hit frequency here may not be typical).
